# Assay outcomes as filed in PubChem BioAssay.
# procasp7 counter = procaspase-7 activators, primary screen, counter-screen for procaspase-3 activator project, biochemical, absorbance, HTS, human. activation, % at 8.5 µM. recombinant procaspase-7, Ac-DEVD-pNA absorbance 405 nm; D23A/D198A/D206A triple mutant, cannot self-cleave; scale: DMSO 0, 5 µM enzyme 100. actives 0.093% (n = 330,000). Caspase-7 (Homo sapiens), P55210. AID 463210, 2010;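 active means percent activation above the screen-wide mean plus 3 SD, cut at about 25% in these data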
#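 Assay system: Uncleavable procaspase-7 mutant enzyme / Input: 2 µM procaspase-7 mutant as dispensed / Dosing: single nominal 8.5 µM compound dose, 0.8% DMSO final / Timing: 1 h enzyme–compound preincubation and 2 h substrate reaction, both 25 °C / Detection: p-Nitroaniline absorbance at 405 nm, read at 0 and 120 min / Replication: singlicate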
# ZTA DNA inh = counter-screen for EBNA-1 inhibitors: inhibitors of Epstein-Barr virus ZTA; AID 2234; inhibition, % at 11 µM; ZTA-DNA binding, fluorescence polarization; P03206; actives 0.15% (n = 320,000); in the data active means inhibition above about 33%
# MEP2-GFP yeast = modulators of MEP2-GFP levels in yeast, primary screen, S. cerevisiae, multiplex flow cytometry, MLPCN library; GFP response vs DMSO, % at 10 µM; S. cerevisiae MEP2-GFP strain, 3 h; 100% = DMSO control level; actives 0.51% (n = 330,000);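 active means GFP response versus DMSO above a set limit, roughly screen mean plus 3 SD, cut at about 180% in these data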;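 further: median GFP fluorescence of the barcode-gated MEP2-GFP cells per well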
# procasp3 activ = activators of human procaspase-3 D3A mutant, primary screen, biochemical, absorbance, PC-3 D3A mutant, single concentration; activation, % at 8.5 µM; Caspase-3 (Homo sapiens), P42574; actives 0.11% (n = 330,000); recombinant procaspase-3 D3A, Ac-DEVD-pNA absorbance 405 nm;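 active means activation above the mean of all tested compounds plus 3 SD, cut at about 21% in these data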;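 further: 0% = DMSO alone and 100% = DMSO wells spiked with extra 5 µM PC-3 D3A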
# Target sequence (P42574 whole entry D9A/D28A/D175A): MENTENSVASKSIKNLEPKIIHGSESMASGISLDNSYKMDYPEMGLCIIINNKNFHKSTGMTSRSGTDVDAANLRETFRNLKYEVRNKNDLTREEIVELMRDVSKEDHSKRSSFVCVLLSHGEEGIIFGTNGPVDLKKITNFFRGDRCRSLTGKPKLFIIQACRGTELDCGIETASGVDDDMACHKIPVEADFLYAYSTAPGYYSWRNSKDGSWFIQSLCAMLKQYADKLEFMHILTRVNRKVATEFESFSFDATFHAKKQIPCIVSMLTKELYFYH
#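 Evaluation: percent activation relative to control range; Material: Procaspase-3 D3A mutant, all three cleavage aspartates alanine; Compound: single dose, 8.5 µM nominal compound, 0.8% DMSO; Replication: one well per compound; Signal: absorbance at 405 nm, 0 and 120 min; Schedule: 1 h preincubation plus 2 h reaction at 25 °C.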
# EBNA-1 inh = EBNA-1 DNA-binding inhibitors, primary screen, biochemical, fluorescence polarization | inhibition, % at 14.8 µM | actives 0.34% (n = 300,000) | AID 1950, 2009; in the data active means inhibition above about 28%
# LAP4 TOR yeast = modulators of LAP4-GFP expression in yeast, primary screen, S. cerevisiae, multiplex flow cytometry, MLPCN library | actives 0.34% (n = 320,000) | GFP response vs DMSO, % at 10 µM | AID 2023, 2009 | 3 h; median GFP as percent of DMSO wells;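 active means GFP response vs DMSO above a set limit, about the screen mean plus 3 SD, cut at about 150% in these data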
# RPL19A TOR yeast = RPL19A-GFP expression modulators in yeast, primary screen, cell-based, S. cerevisiae, multiplex flow cytometry, MLPCN; S. cerevisiae RPL19A-GFP strain, 3 h; hits give low values; percent response vs DMSO, % at 10 µM; actives 0.3% (n = 330,000);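 active means percent response vs DMSO below 50%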;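 further: median channel GFP fluorescence of the barcoded RPL19A-GFP strain; ratio of sample median GFP to plate DMSO average so 100% = DMSO; lower means less RPL19A-GFP as with rapamycin TOR inhibition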
# AHR act = AHR activators, primary screen, cell-based, luminescence, luciferase reporter, human; Aryl hydrocarbon receptor (Homo sapiens), P35869; AHR-responsive luciferase reporter cells; activation, % at 5 µM; actives 2.5% (n = 320,000); AID 2796, 2010; in the data active means activation above about 47%;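 further: 0% = vehicle wells and 100% = reference agonist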
# Target sequence (P35869 whole entry, looked up): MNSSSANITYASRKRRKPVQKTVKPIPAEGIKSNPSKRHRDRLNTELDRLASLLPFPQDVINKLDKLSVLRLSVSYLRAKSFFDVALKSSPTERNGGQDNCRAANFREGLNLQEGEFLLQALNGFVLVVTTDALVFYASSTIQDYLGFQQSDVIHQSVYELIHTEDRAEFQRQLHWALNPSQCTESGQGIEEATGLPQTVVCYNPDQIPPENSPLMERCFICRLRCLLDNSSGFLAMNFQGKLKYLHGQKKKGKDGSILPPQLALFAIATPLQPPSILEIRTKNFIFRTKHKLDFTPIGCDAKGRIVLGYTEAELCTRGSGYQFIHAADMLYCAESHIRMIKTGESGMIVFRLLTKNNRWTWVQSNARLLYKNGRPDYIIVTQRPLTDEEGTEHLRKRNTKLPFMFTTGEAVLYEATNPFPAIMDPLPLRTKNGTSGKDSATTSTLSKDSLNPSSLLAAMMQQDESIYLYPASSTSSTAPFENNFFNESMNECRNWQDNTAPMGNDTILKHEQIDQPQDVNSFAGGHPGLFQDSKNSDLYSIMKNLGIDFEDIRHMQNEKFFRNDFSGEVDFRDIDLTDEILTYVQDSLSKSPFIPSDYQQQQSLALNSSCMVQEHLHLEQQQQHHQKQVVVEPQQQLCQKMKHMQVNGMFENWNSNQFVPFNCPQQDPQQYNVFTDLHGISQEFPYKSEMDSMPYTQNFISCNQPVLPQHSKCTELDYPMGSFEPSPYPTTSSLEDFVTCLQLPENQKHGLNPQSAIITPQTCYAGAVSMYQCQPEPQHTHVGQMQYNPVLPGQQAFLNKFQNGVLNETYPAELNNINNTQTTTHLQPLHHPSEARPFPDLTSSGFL
# Numbers without * were called inactive; x = no result given; [ ] = dose if it differs, or a comment. Rows are unselected; 3.8% or so of the library scored in one or more.
SMILES,procasp7 counter,ZTA DNA inh,MEP2-GFP yeast,procasp3 activ,EBNA-1 inh,LAP4 TOR yeast,RPL19A TOR yeast,AHR act
COc1cccc(NC(=O)CSc2nnc(-c3cc(C)[nH]n3)n2N)c1,3,10,103,2,-1,100,98,2
COc1ccc(-c2[nH]ncc2CN(C)Cc2cccnc2)c(OC)c1,16,5,95,4,7,103,98,1
CC(C)(C)c1cc(CP(=O)(c2ccccc2)c2ccccc2)cc(C(C)(C)C)c1O,-5,4,107,2,-8,89,103,-2
COc1cccc(CNC(=O)c2ccc(OC)c(S(=O)(=O)NC3CCCC3)c2)c1,2,6,102,2,4,104,104,2
COc1cc(S(=O)(=O)N2CCN(c3ccc(F)cc3)CC2)ccc1Cl,-8,6,107,-8,0,108,100,0
CN(c1ccccc1)S(=O)(=O)c1cccc(NC(=O)CCN2C(=O)C3CCCCC3C2=O)c1 (stereo not given),6,8,100,3,7,94,92,0
CC1CCN(C2=NN3C(=N)/C(=C\c4ccc(OC(=O)c5ccco5)cc4)C(=O)N=C3S2)CC1,12,-7,97,7,5,95,93,1
Cc1c(OCC(=O)N2C[C@H]3C[C@@H](C2)c2cccc(=O)n2C3)ccc2c3c(c(=O)oc12)CCCC3,-4,0,116,4,10,106,98,0
Cc1ccc(S(=O)(=O)NC(=O)COc2ccccc2C)c(C)c1,4,4,108,0,11,114,100,-1
COc1ccccc1-n1cnc2c(c1=O)c1nc3ccccc3nc1n2CCc1ccccc1,1,-15,102,7,-5,85,106,-8
Cc1cc(C(=O)NC2CCC(O)CC2)c(C)o1 (stereo not given),-6,x,97,5,x,104,97,0
CCN(CC)CCCN1C(=O)c2oc3ccccc3c(=O)c2C1c1cc(OC)ccc1OC (stereo not given),-11,5,96,13,6,94,94,3
COc1ccc(C(C)(C)C)cc1NC(=O)COC(=O)c1nc2nccc(C)n2n1,-1,-6,97,4,x,95,96,1
CCCCc1ccc(-c2csc(/C(C#N)=C/c3ccco3)n2)cc1,-13,3,111,-5,3,97,98,3
O=S(=O)(Nc1ccccc1)c1ccc(-c2cnc(C3CC3)o2)cc1,-1,8,106,3,5,109,102,2
COc1ccc(C(=O)CSc2ccccc2C(=O)O)cc1,-15,-6,110,-8,8,103,103,7
COc1ccccc1N(Cc1ccccc1)S(=O)(=O)c1cccc(C(=O)Nc2ccccn2)c1,3,0,108[may fluoresce green],6,-2,100[may fluoresce green],104[may fluoresce green],10
CN1C(=O)C(O)(CC(=O)c2ccccn2)c2cc(Br)ccc21 (stereo not given),-16,4,99,3,6,112,103,14
COC(=O)CC1C(=O)NCCN1C(=S)Nc1cccc(C)c1 (stereo not given),2,-14,101,12,-6,98,100,3
COCCNC(=S)N(CCN(C)C)Cc1cc2cc3c(cc2[nH]c1=O)OCO3,4,-17,104,-6,2,86,99,11
O=C(/C=C/Nc1ccccc1C(=O)O)c1cccs1,-9,-16,103,-6,-15,93,105,25
CSc1ccc(C(c2c(C(=O)O)[nH]c3ccccc23)c2c(C(=O)O)[nH]c3ccccc23)cc1,5,12,98,3,11,104,104,16
CCN(c1ccccc1)S(=O)(=O)c1cc2c(cc1C)NC(=O)CO2,4,-2,101,10,6,103,100,-1
O=C(OCC(=O)c1ccc[nH]1)c1ccc(Br)cc1,18,6,109,7,x,116,103,1
N#C/C(=C\c1ccc(F)cc1)C(=O)NC1CCS(=O)(=O)C1 (stereo not given),10,-3,107,15,8,99,102,-3

# Overlap with the part before: 4 entries; new compounds follow.
SMILES,procasp7 counter,ZTA DNA inh,MEP2-GFP yeast,procasp3 activ,EBNA-1 inh,LAP4 TOR yeast,RPL19A TOR yeast,AHR act
CSc1ccc(C(c2c(C(=O)O)[nH]c3ccccc23)c2c(C(=O)O)[nH]c3ccccc23)cc1,5,12,98,3,11,104,104,16
CCN(c1ccccc1)S(=O)(=O)c1cc2c(cc1C)NC(=O)CO2,4,-2,101,10,6,103,100,-1
O=C(OCC(=O)c1ccc[nH]1)c1ccc(Br)cc1,18,6,109,7,x,116,103,1
N#C/C(=C\c1ccc(F)cc1)C(=O)NC1CCS(=O)(=O)C1 (stereo not given),10,-3,107,15,8,99,102,-3
O=S(=O)(Nc1ccc(F)cc1Cl)c1ccc(-c2cnc(C3CC3)o2)cc1,5,-6,107,5,-6,95,110,3
Cc1cccc(C)c1NC(=O)CNC(=O)CCC(=O)c1cccs1,2,3,96,7,0,80,97,-1
CO/N=C/C1CCN(c2ncc(C(F)(F)F)cc2Cl)C1=O (stereo not given),16,-5,104,4,4,91,104,2
CC(=O)c1c(C)n(-c2ccc(C)cc2)c2ccc(O)cc12,-5,-7,94,0,4,98,99,7
COc1ccc(CCNC(=O)CSc2nc(C)nc3c2oc2ccccc23)cc1OC,7,17,93,0,5,99,99,3
O=[N+]([O-])c1cccc(/C=N/Nc2nnc(-c3ccccc3)c(-c3ccccc3)n2)c1,-8,-6,106,2,-14,99,102,1
CSc1ncc(CN2CCCCC2C(=O)Nc2ccc(Oc3ccccc3)nc2)cn1 (stereo not given),-7,-3,87,-3,-16,84,100,10
CCOC(=O)c1c(C)[nH]c(C)c1S(=O)(=O)NCCCc1ccco1,5,1,116,-4,-7,107,103,3
Cn1nc(C(F)(F)F)c(C#N)c1N1CCN(c2ccc(F)cc2)CC1,4,-3,90,-3,6,88,86,0
CC1CCCCN1CCCNC(=O)c1nn(C)c2c1CS(=O)(=O)c1ccccc1-2 (stereo not given),-7,2,107,-3,0,112,101,1
Cc1ccccc1N1CCN(S(=O)(=O)c2cccs2)CC1,-10,-5,99,0,4,102,94,0
COc1ccccc1C(=O)Nc1ccon1,6,5,102,-2,3,95,103,1
Cc1cc(C)cc(OCc2nnc(SCC(=O)N3CCCCC3)o2)c1,5,-13,101,3,2,97,92,6
CC(=O)Nc1ccc(S(=O)(=O)Nc2ccc(Cc3ccncc3)cc2)cc1,7,-6,105,0,7,97,100,-1
C/C(=N/O)c1ccccn1,-8,-9,108,4,-11,108,101,-1
Cc1ccccc1NC(=O)COC(=O)c1ccc2nc(C)c(C)nc2c1,2,5,100,4,x,103,103,-1
COc1ccc(CCNc2nc(C)cc(C)c2C#N)cc1OC,-13,-6,108,-3,-1,99,107,2
O=C(O)CSc1cccc[n+]1[O-],6,16,99,4,6,93,96,-1
Cc1ccc(N2CC(C(=O)Nc3ccc(S(=O)(=O)Nc4nccs4)cc3)CC2=O)cc1C (stereo not given),2,-5,105,-3,4,89,103,1
COc1ccc(S(=O)(=O)NCCC(=O)NCc2ccccc2)cc1,2,-4,103,0,1,94,99,3
O=C(NCC1COc2ccccc2O1)c1cccc(S(=O)(=O)N2CCCCC2)c1 (stereo not given),5,3,99,2,x,97,96,2
CCn1cc(C(=O)NCc2ccc(C)cc2)c(=O)c2cc(S(=O)(=O)N(C)C)ccc21,3,-10,162[may fluoresce violet],-2,-9,83[may fluoresce violet],61[may fluoresce violet],24
CCNC(=O)Nc1cc(OC)c(OC)cc1C(=O)O,1,3,104,-7,3,114,101,1
C[C@@H]1CCC[C@H](C)N1Cc1nc(Cc2ccccc2Cl)no1,4,1,95,3,3,96,98,-1
COC(=O)[C@H](CC(C)C)NC(=O)CCc1nnc(COc2ccccc2)o1,0,-8,100,2,-23,100,99,0

# Record cards, from the list above:
# COc1ccc(S(=O)(=O)NCCC(=O)NCc2ccccc2)cc1 as listed: procasp7 counter: 2; ZTA DNA inh: -4; MEP2-GFP yeast: 103; procasp3 activ: 0; EBNA-1 inh: 1; LAP4 TOR yeast: 94; RPL19A TOR yeast: 99; AHR act: 3
# Cc1ccc(N2CC(C(=O)Nc3ccc(S(=O)(=O)Nc4nccs4)cc3)CC2=O)cc1C (stereo not given) as listed: procasp7 counter: 2; ZTA DNA inh: -5; MEP2-GFP yeast: 105; procasp3 activ: -3; EBNA-1 inh: 4; LAP4 TOR yeast: 89; RPL19A TOR yeast: 103; AHR act: 1
# Cc1ccccc1NC(=O)COC(=O)c1ccc2nc(C)c(C)nc2c1 as listed: procasp7 counter: 2; ZTA DNA inh: 5; MEP2-GFP yeast: 100; procasp3 activ: 4; EBNA-1 inh: x; LAP4 TOR yeast: 103; RPL19A TOR yeast: 103; AHR act: -1

# Remaining list, next part:
SMILES,procasp7 counter,ZTA DNA inh,MEP2-GFP yeast,procasp3 activ,EBNA-1 inh,LAP4 TOR yeast,RPL19A TOR yeast,AHR act
O=C(CN(Cc1ccco1)C(=O)Cn1nnc(-c2cccs2)n1)NCc1ccccc1,4,-11,98,11,-9,101,96,-1
O=C(OCCN1CCOCC1)C1(c2ccccc2)CCCCC1,1,-13,87,5,-1,97,95,-1
COCCNC(=O)c1cccc(OC2CCN(Cc3ccc(Cl)c(F)c3)CC2)c1,-7,0,114,3,11,92,101,1
COCC(C)NC(C(=O)Nc1ccc(Cl)c([N+](=O)[O-])c1)c1ccccc1 (stereo not given),2,-2,102,-6,6,99,100,1
COc1ccc(-n2nnc3c(=O)n(CC(=O)NCC4CCCO4)cnc32)cc1 (stereo not given),7,-24,92,0,7,87,89,-1
COc1ccc(NC(=O)C(C)NS(=O)(=O)c2ccc(NC(C)=O)cc2)cc1Cl (stereo not given),1,-13,98,7,9,101,97,4
COc1cccc([C@H](O)Cn2cc(-c3ccc(CON=C(C)C)cc3)nn2)c1,-5,-11,x,8,-5,x,x,3
CC(Sc1nc(-c2ccccc2)cc(C(F)(F)F)n1)C(=O)Nc1ccc2c(c1)OCO2 (stereo not given),9,-19,103,4,1,100,102,5
CC(=O)c1ccc(N2CCN(S(=O)(=O)c3ccc4c(c3)CC(C)N4C(=O)C3CC3)CC2)cc1 (stereo not given),9,-5,109,-5,-10,109,102,-2
COc1cccc(S(=O)(=O)NCc2ccc(C(=O)Nc3ccc(C)cc3)cc2)c1,2,2,104,-6,6,94,99,24
O=C(Nc1nnc(C2CC2)s1)c1ccc(S(=O)(=O)c2ccccc2)cc1,0,8,105,-1,-2,106,x,6
CCOC(=O)CN(C(=O)CNC(=O)c1cccs1)C(C(=O)NC1CCCC1)c1cccnc1 (stereo not given),11,-10,100,0,-2,99,99,4
CCOc1ccc(C(=O)N2CCCC(c3nc(-c4ccc(C)o4)no3)C2)cc1 (stereo not given),-8,3,102,2,-16,95,106,1
CC(=O)Nc1ccc(NC(=O)C2CCCN2C(=O)NCc2ccccc2)cc1 (stereo not given),10,9,101,3,3,100,110,-1
COC(=O)Cc1c[nH]c2ccc(OCC(O)CNC(C)C)cc12 (stereo not given),6,-20,101,0,-8,110,98,1
Cc1ccc(-n2c(SCC(=O)NCC3CCCO3)nnc2-c2ccoc2C)cc1 (stereo not given),11,-4,83,2,2,77,94,2
CSc1ccccc1OCc1cc(C(=O)N(Cc2nccn2C)C(C)C)no1,4,1,95,8,-2,105,95,3
O=C(NCCc1csc(-c2cccnc2)n1)c1ccco1,4,7,102,-13,-2,106,102,4
CCCCOC(=O)Nc1ccc(N(C)C)cc1,-8,6,103,-7,3,105,103,33
O=C(Nc1ccc(Cl)cc1)Nc1nnc(SCc2ccccc2)s1,-8,1,111,3,-11,93,106,0
COc1cc(/C=C/C(=O)O)cc(S(=O)(=O)Nc2ccc(F)cc2)c1OC,-18,-6,101,5,8,90,103,2
Cc1nc([N+](=O)[O-])cn1CC(=O)c1ccc(Br)cc1,-1,6,97,5,5,110,101,2
N#CCc1ccc(NC(=O)c2ccccc2C(=O)Nc2ccc(CC#N)cc2)cc1,5,-9,113,-10,10,91,105,-1
COc1ccc(-c2cc(=O)[nH]c3ccccc23)cc1,0,1,107,6,x,102,101,2
